# Bioassay records (PubChem)
# RXFP1 agonist – activates the human relaxin receptor RXFP1; Q9HBX9; HEK293T-RXFP1 cAMP TR-FRET, 30 min; response scale: percent of porcine relaxin response, buffer zero; Potency, µM (highest dose often 57.5 µM), for inactives: top-dose activation, actives largely listed as activators; 370,000 tested, 0.3% active; AID 2676; also: potency is read from the fitted curve at half-maximal effect; % is scaled to controls: 0 for no effect and ±100 for the full control effect; nearly all actives have a fitted effect of over 60% in size; many of its hits are not listed in these tables
#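 HEK293 cells stably expressing RXFP1, treated 30 min at 37C with compounds plus PDE4 inhibitor Ro 20174; cAMP measured by HTRF TR-FRET. Normalized to buffer and 29 nM porcine relaxin; EC50 by Hill fit.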
# TrxR1 substrate – rat thioredoxin reductase 1 substrate activity. 390,000 tested, 0.01% active. Potency, µM (top dose mostly 114 µM), without a hit: top-dose activity change, negative = substrate turnover. O89049. purified TrxR1 substrate turnover, NADPH consumption readout. AID 588456; also: potency is read from the fitted curve at half-maximal effect; % is scaled to controls: 0 for no effect and ±100 for the full control effect; nearly all actives have a fitted effect of over 50% in size
# Target sequence (O89049 whole entry, looked up): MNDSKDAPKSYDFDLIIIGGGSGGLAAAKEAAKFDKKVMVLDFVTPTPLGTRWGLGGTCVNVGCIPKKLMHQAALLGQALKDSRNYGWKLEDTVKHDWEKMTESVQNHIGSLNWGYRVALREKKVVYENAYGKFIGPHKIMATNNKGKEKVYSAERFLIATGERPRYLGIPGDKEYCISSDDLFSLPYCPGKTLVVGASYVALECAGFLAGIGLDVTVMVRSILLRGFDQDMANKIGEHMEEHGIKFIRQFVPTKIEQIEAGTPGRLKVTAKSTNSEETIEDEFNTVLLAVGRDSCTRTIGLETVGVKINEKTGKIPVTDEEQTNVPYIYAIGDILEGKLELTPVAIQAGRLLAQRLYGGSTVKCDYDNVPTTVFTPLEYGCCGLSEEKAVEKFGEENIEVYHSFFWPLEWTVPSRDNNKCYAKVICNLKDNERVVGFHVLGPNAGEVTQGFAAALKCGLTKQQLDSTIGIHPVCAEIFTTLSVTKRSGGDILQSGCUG
#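 Rat TrxR1, dispensed at 90 nM, was prereduced with 400 uM NADPH (final) for 5 min at ~22 deg C, then incubated with compound 15 min before 400 uM selenite. A first-read NADPH fluorescence drop versus no-compound background flagged substrates.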
# Vif-A3F inh – Vif-A3F binding inhibition | HeLa A3F-eYFP + Vif (tagged APOBEC3F with the HIV-1 protein that degrades it), YFP fluorescence increase | Potency, µM (titrated, usually from 46.1 µM), inactives show at the top dose activity, negative = active | 390,000 tested, 0.2% active | AID 602313; also: potency is read from the fitted curve at half-maximal effect; % of control where 0% means no effect; nearly all actives have a fitted effect of over 65% in size
#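 HeLa cells stably expressing A3F-eYFP plus Vif, plated and incubated overnight at 37 deg C, then exposed to compounds overnight at 37 deg C. Blocked degradation read as raised yellow fluorescence (Ex 488/Em 500-530).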
# LDHA inh – inhibitors of human lactate dehydrogenase A. P00338. purified LDHA, NADH/diaphorase-resazurin fluorescence; active compounds read low. activity change, % (values are at about 110 or 230 µM). 480,000 tested, 0.15% active; in the data active = activity change below about -30%; inconclusive = mostly about -25% to -30%;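 also: plate controls were DMSO wells for no effect and wells without enzyme for full effect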
#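 Human LDH5 at 2 nM final in Tris HCl pH 7.4 with 0.06 mM NADH and 0.2 mM pyruvate, reacted 5 minutes at room temperature. Remaining NADH coupled via diaphorase/resazurin; resorufin fluorescence read at 0 and 20 minutes, normalized to enzyme-free and DMSO wells.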
# Vif-APOBEC3G blk – blocks the Vif interaction with human APOBEC3G. HeLa A3G-eYFP + Vif (tagged APOBEC3G with the HIV-1 protein that degrades it), YFP fluorescence, overnight. Potency, µM (doses to about 46.1 µM), for inactives: at the top dose activity, negative = active, usual class: inhibitors. 410,000 tested, 0.076% active;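 also: potency is read from the fitted curve at half-maximal effect; % is scaled to controls: 0 for no effect and ±100 for the full control effect; nearly all actives have a fitted effect of over 60% in size; hits raise eYFP signal because A3G escapes Vif-driven loss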
#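 HeLa cells stably expressing Vif and C-terminally eYFP-tagged A3G, seeded overnight at 37 deg C, then exposed to compound by pintool overnight at 37 deg C. Rise in yellow fluorescence (Ex 488/Em 500-530, Acumen) marks blocked Vif-driven A3G degradation.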
# PI4K2A block – PI4K2A (human) kinase inhibition; purified PI4K2A, ADP-Glo luminescence, 1 h; active compounds read low; activity change, negative = inhibition, % at 76.9 µM; 420,000 tested, 0.13% active; AID 1346378; in the data active = activity change below about -50%; inconclusive = mostly about -30% to -49%;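 also: -100% = wells without enzyme as full effect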
#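 PI4K2A activity was measured by ADP-Glo luminescence: enzyme (4 ug/mL stock) and phosphatidylinositol (1.2 mM stock) in Tris pH 7.5/MgCl2/EGTA/Triton X-100 buffer were reacted with ATP (300 microM stock) for one hour at ambient temperature.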
# GRP78 ERSR act – ER stress response induction in glioma. U87-MG GRP78 promoter luciferase reporter, 16 h. Potency, µM, inactives show at the top dose activation, most hits filed as activators. 420,000 tested, 0.02% active. AID 602332; also: potency is read from the fitted curve at half-maximal effect; series mostly up to about 76 µM; % of control where 0% means no effect; nearly all actives have a fitted effect of over 35% in size
#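 Stably transfected U87-MG glioma cells carrying a GRP78-based luciferase sensor; 16 h compound incubation. Luminescence end-point read 10 min after Bright-Glo addition at room temperature.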
# IDH1 R132H inh – human IDH1 R132H inhibition | O75874 | IDH1-R132H enzyme, NADPH consumption, diaphorase/resazurin fluorescence | Potency, µM (doses to about 76.6 µM), inactives show at the highest dose activity change, negative = inhibition, actives largely listed as inhibitors | 390,000 tested, 0.093% active | AID 602179; also: potency is read from the fitted curve at half-maximal effect; % is scaled to controls: 0 for no effect and ±100 for the full control effect; nearly all actives have a fitted effect of over 65% in size
# Target sequence (O75874 whole entry R132H, stated change not applied): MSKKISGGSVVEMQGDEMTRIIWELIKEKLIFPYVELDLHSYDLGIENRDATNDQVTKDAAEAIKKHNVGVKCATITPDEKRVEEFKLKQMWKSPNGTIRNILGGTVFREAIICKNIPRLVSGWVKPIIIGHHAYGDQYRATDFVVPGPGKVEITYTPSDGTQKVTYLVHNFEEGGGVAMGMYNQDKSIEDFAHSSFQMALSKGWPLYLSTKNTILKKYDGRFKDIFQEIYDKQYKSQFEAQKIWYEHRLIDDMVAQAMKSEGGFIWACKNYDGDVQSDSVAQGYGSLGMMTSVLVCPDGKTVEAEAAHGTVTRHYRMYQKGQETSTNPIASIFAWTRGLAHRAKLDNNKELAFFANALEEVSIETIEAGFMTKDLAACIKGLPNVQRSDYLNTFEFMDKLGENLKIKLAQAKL
#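 IDH1-R132H (0.5 ug/mL) preincubated 30 min with compound, then NADPH (0.016 mM) and alpha-KG (2 mM) added; 80 min at RT, pH 7.5. Remaining NADPH coupled via diaphorase/resazurin to fluorescence (540/590 nm); concentration-response curves normalized to no-enzyme control.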
# USP1 inh – blocks the human USP1/UAF1 deubiquitinase complex | O94782 | recombinant USP1/UAF1, Ub-Rhodamine cleavage fluorescence | Potency, µM (series often up to 57.1 µM), inactives show at the top dose activity change, negative = inhibition, hits mostly inhibitors | 390,000 tested, 0.23% active; also: potency is read from the fitted curve at half-maximal effect; % is scaled to controls: 0 for no effect and ±100 for the full control effect; nearly all actives have a fitted effect of over 60% in size; inactives centre near -12
#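 USP1/UAF1 complex at 1 nM was preincubated with compound for 15 min at room temperature, then Ub-Rho substrate (150nM final) was added. Fluorescence (480/540 nm) was read kinetically, 6 reads every 60 seconds.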
# An asterisk follows results filed as active; ? = inconclusive; . = no result given; & = joins results of further samples; [ ] = dose if it differs, or a comment. Unless noted, calls follow the shape of the dose curve; as a rule, active = well fitted curve in the direction sought with a large enough effect; inconclusive = small, poorly fitted or top-dose-only effect, or another doubt; inactive = no such curve, though single readings can be large; an effect the other way counts as inactive or inconclusive. Only part of the results is shown; the hit share may differ from the screen's.
item	SMILES	RXFP1 agonist	TrxR1 substrate	Vif-A3F inh	LDHA inh	Vif-APOBEC3G blk	PI4K2A block	GRP78 ERSR act	IDH1 R132H inh	USP1 inh
1	CCCCn1c(Cc2ccccc2)n[nH]c1=S	0.9%	2.4%	1.9%	-13.3	-3.8%	1.9	-2.5%	8.7%	-18.8%
2	NN=C(NN=Cc1ccccc1)c1ccccc1	.	-7.2%[57.1 µM]	7.0%	-0.6	0.6%	-1.6	2.3%	6.5%	?
3	O=C(Cn1[nH]c(=O)c2ccccc2c1=O)OCC(=O)N1CCCc2ccccc21	2.1%	16.3%[57.1 µM]	-3.5%	-3.1	-0.7%	-1.1	-6.5%	-3.5%	-24.0%
4	COc1ccc(C2=C(CC(=O)O)C(=O)CC2)cc1	2.5%	10.3%[57.1 µM]	5.6%	-8.2	-0.4%	-5.9	-3.9%	-1.9%	-11.3%
5	Cc1ccc(S(=O)(=O)Nc2ccc(C(=O)NCc3ccncc3)cc2)cc1	-0.4%	-1.7%	9.1%	-2.7	-0.1%	4.1	0.5%	3.7%	-18.1%
6	Cc1ccc2onc(CNC(=O)NCc3ccc(Cl)cc3)c2c1	-1.3%	3.2%	-13.3%	0.9	0.1%	-0.6	-0.6%	0.7%	-12.8%
7	CC(C)c1ccc(NC(=O)c2ccc3oc(=O)c(S(=O)(=O)c4ccc(F)cc4)cc3c2)cc1	5.4%	11.1%	0.3%	1.0	-6.3%	-4.9	-1.9%	-22.5%	-9.2%
8	COc1ccc(C(=O)NCc2cc3ccccc3n2C)cc1	0.1%	7.9%[57.1 µM]	-14.8%	-6.6	-5.7%	0.1	1.8%	6.3%	-18.6%
9	Cc1[nH]n(-c2cccc3ccccc23)c(=O)c1/C=N/NC(=O)c1cccc([N+](=O)[O-])c1	3.3%	-5.4%	-2.6%	1.8	2.2%	-9.8	-2.3%	?	-21.0%
10	O=C1Nc2ccccc2N=C(c2ccc3c(c2)OCO3)C1N(CCc1ccccc1)C(=O)CSc1ncccn1 (configuration not stated)	.	.	.	-2.5	0.3%	6.1	8.0%	.	.
11	N#Cc1nc(COc2ccc(F)cc2)oc1NCCCn1ccnc1	0.4%	7.4%	.	-6.6	-3.5%	0.8	3.1%	9.5%	-17.2%
12	O=C(c1ccc(F)cc1)n1nc(-c2cccnc2)nc1NCc1ccccc1	1.6%	-3.4%	-9.5%	-1.2	2.2%	29.5	0.3%	-0.7%	?
13	CC(=O)c1cc(C#N)c(SCC(=O)C(C)(C)C)nc1C	3.0%	0.2%	-18.9%	-1.2	-1.5%	2.3	8.3%	4.2%	-8.6%
14	COc1ccc(C(=O)C2CCCN(C(=O)CCC3=NNC(=O)CC3)C2)c(C)c1 (configuration not stated)	-0.2%	-0.8%	1.8%	-6.6	-0.5%	4.0	-2.9%	4.5%	-14.9%
15	CC(=O)c1cc(CN2CCN(CC=C(C)C)C(CCO)C2)cs1 (configuration not stated)	0.8%	-1.4%	15.0%	-5.3	6.3%	-5.3	-1.8%	-1.2%	-16.8%
16	COCc1cccc(C2=CC(=O)C[C@H](c3ccc(OC)cc3)C2)c1	0.2%	7.7%[57.1 µM]	2.6%	-19.7	8.4%	6.1	2.8%	7.1%	-20.5%
17	CN(C(=O)OCc1ccccc1)C(CC(N)=O)C(=O)O (configuration not stated)	2.3%	14.4%	-0.4%	-20.5	2.4%	-3.3	-2.8%	1.9%	-3.0%
18	COc1ccc(C)cc1NC(=O)C1CCN(S(=O)(=O)c2cccc3nonc23)CC1	-3.6%&1.6%	2.7%&-1.8%	3.1%&-0.5%	-5.6&-2.0	0.3%&0.4%	-1.2&0.0	-5.0%&-2.9%	-6.3%&7.0%	-20.0%&-16.2%
19	COc1cccc(-n2c(SCC(=O)NC3CC3)nc3ccccc3c2=O)c1	.	.	-6.1%	-8.5	-1.2%	1.1	0.4%	13.4%	-7.6%
20	CCN1CCc2c(C#N)c(N3CCOCC3)nc(N3CCOCC3)c2C1	-1.5%	5.0%[57.1 µM]	-2.4%	-1.3	2.2%	-10.8	0.5%	-4.5%	-15.9%
21	Cc1cc(NC(=O)C23CC4CC(CC(C4)C2)C3)n[nH]1	-1.1%	-6.0%	2.4%	-1.6	10.7%	1.4	-1.0%	6.7%	-13.2%
22	Cc1cccc(NC(=O)c2ccc(F)c(S(=O)(=O)N(C)C3CCCCC3)c2)c1	0.7%	4.5%[57.1 µM]	-2.2%	-6.0	8.1%	5.6	1.7%	2.5%	?
23	Nc1ncc(S(=O)(=O)Nc2ccc(OC(F)(F)F)cc2)cn1	0.0%	3.9%[57.1 µM]	-2.4%	0.0	-8.6%	-1.8	1.3%	1.4%	-22.8%
24	CC(C)CC1C(=O)N(Cc2cn(CCC3OCCCO3)nn2)CCS(=O)(=O)N1Cc1ccc(-c2ccccc2)cc1 (configuration not stated)	.	.	-6.3%	3.6	-22.1%	-1.8	-6.0%	11.2%	-22.4%
25	Clc1nccnc1-c1ccccc1	4.2%	-11.5%	-0.6%	-11.3	-1.1%	0.9	-2.8%	-0.2%	-1.3%
26	CC(=O)Nc1ccc(NC(=O)C(C)Oc2ccc(Cl)cc2Cl)cc1 (configuration not stated)	-1.5%	-1.8%	-19.1%	-6.2	0.0%	-0.9	-1.4%	5.1%	-1.2%
27	CCCCCC1=NN2C(=O)CC(=O)N=C2S1	-1.9%	1.2%	0.1%	-1.6	-0.3%	8.1	-3.5%	1.0%	-8.5%
28	CCO[C@@H]1OC(C(=O)NCc2ccccc2)=C[C@H](C)[C@H]1CCCO	2.5%	-2.2%	4.5%	-0.1	-1.4%	-1.9	-0.1%	11.9%	-24.3%
29	NC(=O)c1ccsc1NC(=O)CCS(=O)(=O)c1ccc(Cl)cc1	0.1%	8.1%[57.1 µM]	-4.3%	-0.2	-0.7%	1.6	-3.7%	5.6%	-5.3%
30	O=C(c1cc(COc2ccc(F)cc2F)on1)N1CCOCC1	3.1%	7.6%	2.5%	-2.2	1.0%	-2.2	-4.0%	8.8%	-20.1%
31	O=C(COc1ccc(Cl)cc1Cl)Nc1ccc(S(=O)(=O)NC2=NCCCCC2)cc1	-2.0%	-2.7%	4.3%	0.6	-7.1%	-4.6	-4.4%	-0.2%	-3.2%
32	CSc1nsc(/C=C/Nc2ccc(O)cc2C)c1C#N	4.4%	-10.9%	10µM*	14.7	?	-8.2	-5.4%	4.3%	?
33	CCc1ccc(CSc2nc(-c3ccc(OC)cc3)nc3c2Cc2c(CO)cnc(C)c2O3)cc1	0.5%	-11.4%	6.0%	-15.0	1.1%	-1.0	-4.4%	3.3%	-5.9%
34	Cc1ccccc1N(C(=O)c1snc(C(N)=O)c1N)C(C(=O)NCC1CCCO1)c1ccc(N(C)C)cc1 (configuration not stated)	24.5%	2.8%	9.2%	5.1	-6.1%	-1.6	1.1%	9.0%	?
35	Cc1ccccc1-c1csc(N)n1	.	6.9%[57.1 µM]	-11.3%	5.2	-3.2%	3.7	-0.5%	0.0%	-27.0%
36	CCCN(CCC)C(=O)c1cc([N+](=O)[O-])cc2c1-c1ccc([N+](=O)[O-])cc1C2=C(C#N)C#N	2.2%	-8.1%	-16.0%	8.2	3.8%	1.2	-2.1%	9.3%	?
37	CCOC(=O)c1c(C)c(C(=O)NCc2ccco2)c(C)n1Cc1ccccc1	2.2%	2.7%	-13.7%	1.4	0.5%	-8.2	-1.9%	2.7%	-16.9%
38	COc1ccccc1N1C(=O)C(Cl)=C(N2CCCC2)C1=O	-1.4%	5.1%[57.1 µM]	8.3%	2.7	-4.1%	-7.0	-2.6%	2.5%	-16.6%
39	Cc1ccc2c(CC(=O)OC3CCOC3=O)coc2c1 (configuration not stated)	1.8%	-11.0%	-4.4%	-6.3	-0.7%	-1.7	-5.1%	3.9%	-11.0%

# A few values from above.
# Under IDH1 R132H inh, CCc1ccc(CSc2nc(-c3ccc(OC)cc3)nc3c2Cc2c(CO)cnc(C)c2O3)cc1 reads 3.3%
# Under LDHA inh, Cc1ccc2c(CC(=O)OC3CCOC3=O)coc2c1 (configuration not stated) reads -6.3
# Under LDHA inh, Cc1ccccc1-c1csc(N)n1 reads 5.2
# Under Vif-A3F inh, CCOC(=O)c1c(C)c(C(=O)NCc2ccco2)c(C)n1Cc1ccccc1 reads -13.7%
# Under PI4K2A block, CCCN(CCC)C(=O)c1cc([N+](=O)[O-])cc2c1-c1ccc([N+](=O)[O-])cc1C2=C(C#N)C#N reads 1.2

# Given in transposed form: part of the list above
(37) CCOC(=O)c1c(C)c(C(=O)NCc2ccco2)c(C)n1Cc1ccccc1
(31) O=C(COc1ccc(Cl)cc1Cl)Nc1ccc(S(=O)(=O)NC2=NCCCCC2)cc1
Assay by compound | 37 | 31
RXFP1 agonist | 2.2% | -2.0%
TrxR1 substrate | 2.7% | -2.7%
Vif-A3F inh | -13.7% | 4.3%
LDHA inh | 1.4 | 0.6
Vif-APOBEC3G blk | 0.5% | -7.1%
PI4K2A block | -8.2 | -4.6
GRP78 ERSR act | -1.9% | -4.4%
IDH1 R132H inh | 2.7% | -0.2%
USP1 inh | -16.9% | -3.2%
